# D3 antag: blocks the human D3 dopamine receptor; P35462; hit rate 2.5% among 360,000; D3R cells, DiscoveRx beta-arrestin luminescence, antagonist mode; active compounds read low; max response, negative = inhibition, %; AID 652054; in the data active = max response below about -50%; inconclusive = no clear call, values can overlap the other calls; note: % is set by controls: 0 for no effect and ±100 for the full control effect; mostly tested at two doses, the higher about 12 µM
#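 Cells plated overnight at 1500 cells/well, then exposed to library compounds with dopamine controls for 90 minutes at 37 degrees C. DiscoveRx reagent added for 30–60 minutes at room temperature; luminescence read, quantitative HTS format.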
# IL2 activator: IL-2 activation; hit rate 0.065% among 360,000; AID 652025; IL-2 activation reporter assay, cell-based qHTS; stimulated with anti-CD3/CD4/CD28 beads; in transgenic mouse T cells; activation, % (series mostly up to about 46 µM); in the data active = activation above about 50%; inconclusive = mostly about 30% to 49%; note: 0% is about no effect
#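 EGFP and DsRed fluorescence is measured by plate cytometry in unstimulated transgenic mouse T cells exposed to compound for 60 minutes, then stimulated 18 hours at 37 degrees C with anti-CD3/anti-CD4 beads plus anti-CD28.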
# PI5P4K alpha inh: blocks human PI5P4K alpha kinase activity; P48426; PI5P4Kalpha enzyme, ADP-Glo luminescence, 60 min; active compounds read low; max response, %; hit rate 1.2% among 330,000; AID 652105; active = max response of -50% or lower; inconclusive = between -30% and -50%; inactive = -30% or higher; note: value at the top dose of about 77 µM; % is set by controls: 0 for no effect and ±100 for the full control effect
#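 Human PI5P4Kalpha with substrate in 0.038 M HEPES pH 7.4, 0.28 mM EGTA, 0.1% CHAPS, 5% DMSO; reaction started with 5 microM ATP (final), 60 min at room temperature. ADP formed read by ADP-Glo luminescence.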
# DRD3 agonist: agonists of human D3 dopamine receptor; AID 652048; D3R DiscoveRx beta-arrestin cells, luminescence, 90 min; hit rate 0.58% among 410,000; max activation, %; in the data active = max activation above about 30%; note: 0% is about no effect; mostly tested at two doses, the higher about 12 µM
#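 Cells at 1500/well, incubated overnight, then treated with pinned compounds (dopamine as control) for 90 min at 37 degrees C. DiscoveRx reagent added for 30 - 60 minutes at room temperature; luminescence read.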
# PLK1 PBD inh: PLK1 (human) polo-box domain binding inhibition; P53350; Plk1 PBD binding of FITC phosphopeptide, fluorescence polarization; Potency, µM, without a hit: max response, negative = inhibition, usual class: inhibitors; hit rate 2.8% among 360,000; note: potency is the fitted concentration of half-maximal effect; series mostly up to about 57 µM; % is set by controls: 0 for no effect and ±100 for the full control effect; nearly all actives have a fitted effect of over 65% in size
# GLP1R ag: GLP-1 receptor (human) agonism; Potency, µM (series often up to 45.6 µM), without a hit: at the top dose activation, actives largely listed as activators; hit rate 0.007% among 380,000; P43220; HEK293 GLP-1R CRE-luciferase, luminescence, 4-6 h; cells express a hypersensitive GLP-1R form; AID 624172; note: potency is the fitted concentration of half-maximal effect; % of control where 0% means no effect
# GLP1R inv ag: acts as inverse agonist at human GLP-1 receptor; P43220; Potency, µM (titrated, usually from 38.3 µM), without a hit: top-dose activity change, negative = inhibition, hits mostly inhibitors; AID 624417; hit rate 1.6% among 410,000; HEK293 GLP-1R CRE-luciferase, luminescence, 24 h; GLP-1R form is constitutively active; note: potency is the fitted concentration of half-maximal effect; % is set by controls: 0 for no effect and ±100 for the full control effect; nearly all actives have a fitted effect of over 55% in size
#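 qHTS in 1536-well format: reporter HEK293 cells expressing constitutive GLP-1R activity in DMEM + 10% Nu serum, 24 hr with compounds at 37 deg C, luminescence read after 12 min with detection reagent.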
# WRN helicase inh: WRN helicase (human) inhibition; Q14191; WRN helicase unwinding, fluorescent forked duplex, kinetic; Potency, µM (highest dose often 114 µM), for the others: at the highest dose activity change, negative = inhibition, hits mostly inhibitors; hit rate 0.46% among 360,000; note: potency is the fitted concentration of half-maximal effect; % is set by controls: 0 for no effect and ±100 for the full control effect; nearly all actives have a fitted effect of over 55% in size
#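 Kinetic red-fluorescence monitoring (525/598 nm) tracks WRN helicase activity after 100 nM fluorophore-quencher forked duplex and 2 mM ATP are added to 20 nM enzyme pretreated 15 min at room temperature with compound.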
# GLP1R cytotox: cytotoxicity in counter-screen for GLP-1R inverse agonists | HEK293 cAMP-luciferase reporter cells, luminescence, 24 h | Potency, µM (highest dose often 38.3 µM), inactives show at the highest dose activity change, negative = inhibition, actives largely listed as inhibitors | hit rate 0.13% among 410,000;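 note: loss of luciferase light is scored as toxicity; potency is the fitted concentration of half-maximal effect; % is set by controls: 0 for no effect and ±100 for the full control effect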
#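 To flag toxic compounds, the library was rerun on cells for 24 hr at 37 deg C and 5% CO2. Viability-linked luminescence was captured 12 min after adding luciferase detection reagent.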
# Starred values were filed as active, the others as inactive; u = inconclusive; x = not tested or not shown; & = joins results of further samples; [ ] = remark or other dose. Unless noted, calls come from the whole dose curve; as a rule, active = well fitted curve in the direction sought with a large enough effect; inconclusive = small, poorly fitted or top-dose-only effect, or another doubt; inactive = no such curve, though single readings can be large; an effect the other way counts as inactive or inconclusive.
SMILES,D3 antag,IL2 activator,PI5P4K alpha inh,DRD3 agonist,PLK1 PBD inh,GLP1R ag,GLP1R inv ag,WRN helicase inh,GLP1R cytotox
CNC(=S)N1CCC(NC(=O)C(Cc2ccc(OC)cc2)NC(C)=O)CC1 (stereo not given),0,1.6,2,15,-13%,-2%,6%,-5%,-15%
CCc1n[nH]c(=S)n1/N=C/c1cc(Br)c(O)c(OC)c1,1,-0.5,-26,-7,-6%,-2%,-11%,-9%,0%
O=C(O)COc1ccc(/C=N/NC(=O)COc2nsnc2N2CCOCC2)cc1,18,-0.7,-2,1,-2%,-2%,-5%,-4%,-3%
O=C(O)CC(CP(=O)(c1ccccc1)c1ccccc1)C(=O)O (stereo not given),8,2.0,x,-2,2%,13%,4%,-6%,4%
COc1ccccc1-c1nnc(NC(C)=O)s1,-88*,-2.1,2,-5,-9%,0%,0%,-24%,8%
COc1ccc(C(=O)Cn2c(NCCO)nc3ccccc32)cc1OC,-11,-0.6,x,-9,-2%,-3%,6%,-4%,-5%
CCCC(C(=O)NC1CCCC1)N(Cc1ccc(F)cc1)C(=O)c1snc(C(N)=O)c1N (stereo not given),8,0.8,4,0,-3%,9%,u,2%,-1%
O=S(=O)(c1ccccc1F)N1CCC(c2nc3ccccc3[nH]2)CC1,6,0.7,-5,13,-7%,19%,u,2%[57.1 µM],-2%
C/C(N)=C(/C#N)C(=O)COC(=O)c1ccc(NC(N)=O)cc1,-3,-2.8,8,5,u,1%,-2%,-7%,-2%
CC1(C)C2CC=C(/C=N/NC(=O)c3ccccc3Br)C1C2 (stereo not given),-1,0.5,4,1,-5%,8%,-8%,-2%,-5%
O=C(Nc1ccc(S(=O)(=O)N2CCCC2)cc1)c1c(F)cccc1F,-3,-1.2,0,4,-4%,-4%,-1%,8%,1%
CCC(C)COC(=O)c1ccc(C(=O)O)cc1 (stereo not given),0,1.9,-64*,1,-16%,3%,0%,5%,-2%
COc1ccc(OC)c(CC(=O)Nc2cc(S(=O)(=O)N3CCCCC3)ccc2C)c1,0,-0.7,4,-2,-1%,-7%,-23%,-5%,3%
NC(=O)C1CCCN(C(=O)c2ccc(Cl)cc2)C1 (stereo not given),3,-1.3,x,16,-11%,-10%,5%,5%,3%
CCOC(=O)c1ncn2c1C(=O)OC2(C)C,1,1.0,-7,1,-1%,-9%,0%,2%,5%
C1CN(CC2CCN(c3nc4nonc4nc3N3CCSCC3)CC2)CCO1,17,-1.1,7,1,-2%,2%,-4%,-5%,4%
CC(C)Nc1nc(NC(C)C)nc(OCCOC(=O)Nc2ccccc2)n1,21,-2.0,x,15,0%,26%,-27%,-12%,-15%
CC(C)(C)OC(=O)N1CCc2onc(-c3ccc(-n4cc(C5=CCCCC5)nn4)cc3)c2C1=O,12,3.2,-1,2,-3%,x,24%,4%,-14%
COc1cc(/C=N/n2nnnc2N)ccc1OCc1c(C)no[n+]1[O-],-9,0.3,-3,1,-8%,17%,53%[activator],-3%,0%
COc1ccc(-c2sc3cc(OC)ccc3c2-c2ccc(OCCN3CCOCC3)cc2)cc1,54,-0.6,36,-10,5%,4%,u,-9%,29%
CCOC(=O)C1CCN(C(=O)c2ccc(S(=O)(=O)Nc3ccccc3Cl)cc2)CC1,7,-3.7,3,3,-7%,8%,u,-19%,-16%
O=S(=O)(NCc1ccncc1)c1ccccc1,-23,2.8,0,5,-11%,1%,-6%,-2%,-7%
COc1ccc(OC)c(NC(=O)c2c(NC(=O)CCC(=O)O)sc3c2CCCCC3)c1,-9,-2.9,-13,-2,-10%,0%,2%,-13%,u
O=C(O)c1ccn(CSc2cc(Cl)ccc2Cl)n1,5,-0.1,-3,0,u,-5%,-10%,5%,5%
O=C(CNC(=O)c1ccc(-c2ccccc2)cc1)OCc1c(Cl)cccc1Cl,-2,-0.6,0,5,-5%,-19%,9%,-17%,1%
O=C(c1ccccc1Oc1ccccc1)N1CCN(c2ccc(F)cc2)CC1,11,0.2,-18,-1,27µM*,1%,u,-1%,2%
OCc1cccc[n+]1CCc1ccccc1,-15,-1.5,7,-6,-22%,5%,3%,-4%,5%
N#CCCn1cnc2ccccc21,-2,0.4,-2,-7,-2%,-2%,11%,-2%,-1%
O=S(=O)(c1ccc(N2CCCC2)nc1)N1CCCC1,7,-1.4,-6,7,3%,0%,-1%,5%,-5%
COc1ccc(CC(=O)Nc2nc3ccc(F)cc3s2)cc1S(=O)(=O)N1CCOCC1,-15,0.0,-2,-3,-18%,4%,-3%,7%,1%
N#Cc1ccccc1OCC(=O)OCC(=O)NC1CCCC1,-14,-4.3,-1,-12,-7%,-4%,10%,-19%,23%
COC(=O)[C@@]12C[C@@H](CC(=O)NCC3CCCCC3)C(=O)N(CCc3ccc(OC)c(OC)c3)C1=CCC(C)(C)C2,-26,1.2,2,-7,-6%,x,u,-5%,-4%
CCC(CC)Nc1ccc(C(CC(N)=O)NC(=O)Cc2ccc(Br)cc2)cc1[N+](=O)[O-] (stereo not given),4,4.2,-5,-1,8%,-3%,4%,-2%,1%
O=C(Cc1cccc(C(F)(F)F)c1)NCc1ccc(Cl)cc1,4,-0.5,11,0,-2%,9%,u,-7%,5%
Cc1cc(OC(C)C(=O)NCCc2c[nH]c3ccccc23)c2c(C)cc(=O)oc2c1 (stereo not given),-15,0.3,-2,8,-1%,-3%,18%,1%,13%
CCc1ccc(S(=O)(=O)N/N=C\c2ccc([N+](=O)[O-])o2)cc1,3,-6.0,-3,-1,u,-3%,19%,-4%[11.6 µM],u
CCOC(=O)c1ccc2c(c1)NC(=O)C(N1CCN(c3ccc(OC)cc3)CC1)S2 (stereo not given),-13,-2.0,2,-4,-4%,-5%,-18%,-3%,-14%
O=C(CN(Cc1cccs1)C(=O)CNS(=O)(=O)c1ccc(F)cc1)NCc1ccco1,-27,1.3,0,-1,-6%,-21%,-8%,-9%,-8%
C=CC[C@H](CC(=O)N(CCO)Cc1ccccc1)C(=O)N[C@@H](COC(=O)[C@H](CC=C)CC(=O)OC(C)(C)C)Cc1c[nH]c2ccccc12,5,-3.4,0,6,-9%,-2%,4%,-13%,0%
CC(C)[C@H](N[C@@H](C)c1ccccc1)c1c(O)ccc2ccccc12,-11,0.3,6,2,0%,10%,u,3%,12%
COc1cc2c(cc1OC)CN(C(=O)c1cc(S(=O)(=O)N3CCOCC3)ccc1C)CC2,3,-1.9,2,-3,-6%,9%,3%,-4%,-1%
CC(C)CN(C(=O)COC(=O)c1ccccc1NCc1ccco1)c1c(N)n(Cc2ccccc2)c(=O)[nH]c1=O,-12,2.3,0,6,-1%,0%,-12%,3%,16%
CCOc1ccc(NC(=O)Nc2ccc(N(C)C(C)=O)cc2)cc1,-6,4.4,x,1,-4%,-8%,6%,1%,-2%
CC1CN(C(=O)c2cc([N+](=O)[O-])cc([N+](=O)[O-])c2)CC(C)O1 (stereo not given),-3,-2.6,1,2,0%,-2%,-1%,-9%,-20%
COc1ccc(CNC(=O)Cn2nc(C(F)(F)F)cc2C)cc1,23,-0.9,0,7,5%,-4%,7%,5%,1%
O=C(CCN1C(=O)S/C(=C\c2ccccc2)C1=O)NC1CCS(=O)(=O)C1 (stereo not given),2,-3.3,-7,6,-2%,-4%,17%,4%,-1%
O=C(NCc1ccc2c(c1)OCO2)c1ccc(CN2CCc3ccccc3C2)cc1,u,-0.4,1,-14,1%,-11%,u,-7%,2%
O=c1[nH]nc(CNc2cccc(C(F)(F)F)c2)c2ccccc12,12,-2.9,0,2,0%,11%,1%,-3%,-26%
Cc1ccn2c(=O)c(C(=O)NCCCN3CCCCC3C)c(O)nc2c1 (stereo not given),6,-2.6,1,4&4,1%,1%&5%,-5%&-4%,-2%,3%&-2%
Cc1cc(C)c2ccc3c(C)c(C)n(C)c3c2n1,23,-1.7,12,6,0%,5%,16%,2%,0%
CCCCC(=O)N1CCN(c2nc3ccc(Br)cc3s2)CC1,9,-4.1,2,5,-4%,0%,u,3%,-7%
Cc1cc2ccccn2c1C(=O)c1ccncc1,20,-1.7,x,1,-8%,11%,33%[activator],0%,-23%
COc1c(O)cnn(-c2ccccc2)c1=O,12,0.2,-2,5,-2%,-3%,-14%,0%,-2%
O=C(NCc1ccc(Cl)cc1)c1ccc(Br)o1,0,-0.1,0,3,-7%,-6%,-26%,1%,9%
Cc1cc(S(=O)(=O)NC2CCCCC2)ccc1OCC(=O)NCC1CCCO1 (stereo not given),-2,-0.9,3,-2,-18%,11%,-1%,7%,8%
CCN=C1SC(C(=O)Nc2ccc(OC)cc2)CC(=O)N1CC (stereo not given),2,0.0,3,-3,-1%,7%,5%,-19%,0%
COc1ccc(NC(=O)c2ccccc2-c2ccc(C(F)(F)F)cc2)cc1S(=O)(=O)N1CCOCC1,-12,-4.1,2,-10,-3%,6%,u,-8%,0%
COC(=O)c1cc(S(=O)(=O)NCCc2ccc(C)cc2)c[nH]1,-15,0.0,-4,-3,-8%,-2%,-26%,-8%,10%
CC(NC(=O)C1CCC(CNc2c(N3CCOCC3)c(=O)c2=O)CC1)c1ccccc1 (stereo not given),u,-0.3,3,-11,-7%,1%,-5%,-7%,9%

# Part of the list above in order of SMILES length, smallest number first:
SMILES,D3 antag,IL2 activator,PI5P4K alpha inh,DRD3 agonist,PLK1 PBD inh,GLP1R ag,GLP1R inv ag,WRN helicase inh,GLP1R cytotox
COc1c(O)cnn(-c2ccccc2)c1=O,12,0.2,-2,5,-2%,-3%,-14%,0%,-2%
CCN=C1SC(C(=O)Nc2ccc(OC)cc2)CC(=O)N1CC (stereo not given),2,0.0,3,-3,-1%,7%,5%,-19%,0%
O=c1[nH]nc(CNc2cccc(C(F)(F)F)c2)c2ccccc12,12,-2.9,0,2,0%,11%,1%,-3%,-26%
Cc1cc(S(=O)(=O)NC2CCCCC2)ccc1OCC(=O)NCC1CCCO1 (stereo not given),-2,-0.9,3,-2,-18%,11%,-1%,7%,8%

# Compound activity (PubChem)
